HT1080-NT tox: kills 2HG-producing HT-1080-NT fibrosarcoma cells. HT-1080-NT fibrosarcoma viability, CellTiter-Glo ATP luminescence, 48 h. hit rate 1.6% among 360,000. Potency, µM (highest dose often 46.1 µM), for the others: at the top dose activity, negative = less viability, hits mostly cytotoxic. AID 686970;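 further: NT is the 2HG producing partner of a matched IDH1 knockdown line; potency means the concentration at half of the fitted maximal effect; 0% = DMSO-treated cells and -100% = media-only wells without cells; nearly all actives have a fitted effect of over 55% in size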
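Viability of the 2HG-overproducing fibrosarcoma line after 48 hours of compound exposure at 37 degrees C was determined by luminescence with CellTiter-Glo, and concentration-effect curves were then fitted and categorized.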
ATXN2 expr inh: ATXN2 expression inhibition. HEK-293 ATXN2-luciferase reporter, luminescence, 24 h. hit rate 0.72% among 360,000. AID 1745845. Potency, µM (doses to about 57 µM), without a hit: at the highest dose activity change, negative = inhibition, most hits filed as inhibitors; further: potency means the concentration at half of the fitted maximal effect; on the % scale 0 is the no-effect control and ±100 the full control effect; nearly all actives have a fitted effect of over 55% in size
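qHTS (up to 57 uM final) was run with 24 h compound exposure of reporter cells at 37 °C. Each well was multiplexed: SteadyGlo luminescence measured ATXN2-luciferase expression after a fluorogenic Gly-Phe-AFC viability readout (25 uM final).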
MCF10A rereplic: induces DNA re-replication in MCF 10a normal breast cells | MCF 10A DNA re-replication, Hoechst nuclear intensity, 48 h | Potency, µM (doses to about 46.1 µM), without a hit: at the top dose activity, positive = re-replication, most hits filed as activators | hit rate 2.9% among 350,000 | AID 624296; further: potency means the concentration at half of the fitted maximal effect; % of control where 0% means no effect; nearly all actives have a fitted effect of over 50% in size
IL1B secr inh: inflammasome signaling inhibition, IL-1 beta readout; THP-1 LPS/ATP IL-1B secretion, AlphaLISA, 16 h; active compounds read low; activity change, % at 57.5 µM; AID 743279; hit rate 4.7% among 360,000; in the data active means activity change below about -50%; inconclusive means mostly about -30% to -49%; further: on the % scale 0 is the no-effect control and ±100 the full control effect
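THP-1 cells pretreated 1 hr with compounds (up to 57.5 uM final), then stimulated with LPS (250 ng/mL final) plus ATP (1.25 mM final); secreted IL-1B measured by AlphaLISA after 16 hr, decreased signal indicating inhibition.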
KB-V1 cytotox: kills drug-selected multidrug resistant KB-V1 cells. KB-V1 MDR cells viability, CellTiter-Glo, 72 h. hit rate 3.4% among 400,000. Potency, µM (series often up to 46.1 µM), for the others: at the highest dose activity change, negative = cytotoxicity, actives largely listed as cytotoxic; further: potency means the concentration at half of the fitted maximal effect; on the % scale 0 is the no-effect control and ±100 the full control effect; nearly all actives have a fitted effect of over 60% in size
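Potencies derive from concentration-effect curves fitted to normalized luminescence (CellTiter-Glo) of KB-V1 cells treated for 72 h at 37 degrees C in phenol-red-free DMEM containing 10% FBS.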
HT1080 IDH1KD tx: kills HT-1080 cells with IDH1 knockdown. HT-1080 IDH1 knockdown viability, ATP luminescence, 48 h. Potency, µM (titrated, usually from 46.1 µM), inactives show at the highest dose activity, negative = toxicity, usual class: cytotoxic. hit rate 2% among 360,000. AID 686971;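 further: potency means the concentration at half of the fitted maximal effect; 0% = DMSO wells and -100% = cell-free medium wells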
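Using the IDH1-knockdown HT-1080 line run in the same batch and compound series as the NT line, viability after 48 h at 37 °C was determined by CellTiter-Glo luminescence and expressed as % activity.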
ATXN viability: reduces viability in counter-screen for ATXN expression inhibitors; S2 cells (HEK-293 line with an ATXN2-luciferase reporter) viability, CellTiter-Fluor protease fluorescence, 24 h; Potency, µM (titrated, usually from 56.7 µM), most hits filed as cytotoxic; hit rate 0.49% among 400,000; AID 651635; further: potency means the concentration at half of the fitted maximal effect; nearly all actives have a fitted effect of over 40% in size
SW480 rerep: inducers of DNA re-replication in SW480 colon cancer cells; Potency, µM (titrated, usually from 46.1 µM), inactives show at the highest dose re-replication activation, most hits filed as activators; SW480 DNA re-replication, Hoechst DNA content imaging, 48 h; hit rate 1.8% among 340,000; further: potency means the concentration at half of the fitted maximal effect; % of control where 0% means no effect; nearly all actives have a fitted effect of over 55% in size
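Compounds, transferred as 23 nL by pin tool, were incubated with cells for 48 hr; DNA content per nucleus was then quantified by Hoechst staining and fluorescence plate imaging.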
KB-3-1 tox: kills parental KB-3-1 adenocarcinoma cells | hit rate 1.4% among 400,000 | Potency, µM (highest dose often 46.1 µM), for the others: at the top dose activity change, negative = cytotoxic, usual class: cytotoxic | KB-3-1 viability, CellTiter-Glo ATP luminescence, 72 h; further: potency means the concentration at half of the fitted maximal effect; on the % scale 0 is the no-effect control and ±100 the full control effect; nearly all actives have a fitted effect of over 60% in size
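Parental KB-3-1 viability, qHTS format: 72 h compound exposure, 37 °C; CellTiter-Glo; media-only wells and DMSO plates as controls; concentration-effect fits on corrected data.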
Starred values were filed as active, the others as inactive; i = inactive; ? = inconclusive; / = not tested or not shown; & = joins results of further samples; [ ] = remark or other dose. Unless noted, the call rests on the fitted dose curve; in most records, active means well fitted curve in the direction sought with a large enough effect; inconclusive means small, poorly fitted or top-dose-only effect, or another doubt; inactive means no such curve, though single readings can be large; an effect the other way counts as inactive or inconclusive.

SMILES | HT1080-NT tox | ATXN2 expr inh | MCF10A rereplic | IL1B secr inh | KB-V1 cytotox | HT1080 IDH1KD tx | ATXN viability | SW480 rerep | KB-3-1 tox
CC(C)N1CCN(Cc2ccc(Sc3nncn3C)o2)CC1CCO (stereo not drawn) | 0% | / | 0% | 15 | -5% | -1% | i | -6% | 9%
CCN(CC)C(=O)CSc1nc2sc(C)c(C)c2c(=O)[nH]1 | -4% | -2% | -1% | 10 | ? | -2% | i | 6% | 22%
CCCc1sc(N/N=C/c2ccccn2)nc1-c1ccc(F)cc1 | 2.8µM* | 4µM* | 0% | -100* | 10µM* | 3.2µM* | 16µM* | -6% | ?
Cn1c(=O)oc2cc(S(=O)(=O)NCCc3ccccc3)ccc21 | -5% | 0% | -2% | 15 | -5% | -2% | i | -2% | 0%
COC1CCN(C(=O)c2ccc(OC3CCN(CCc4ccccc4)CC3)cc2)CC1 | 7% | 19% | 17% | -1 | -15% | -1% | i | -2% | -1%
CCOc1ccc(OCCC(=O)OCC(=O)Nc2ccc(C)c(S(=O)(=O)N3CCCCC3)c2)cc1 | -9% | -1% | 8% | -15 | 12% | 1% | i | -8% | -6%
CCN(CC)c1ccc(C=C2C(=O)OC3(CCCCC3)OC2=O)cc1 | -2% | -7% | 0% | 21 | ? | 14% | i | 0% | 11%
CCC(C(=O)Nc1cc(OC)ccc1OC)n1c(C)c2cnn(-c3ccccc3)c(=O)c2c1C (stereo not drawn) | / | 2% | / | / | 3% | / | i | / | -7%
Cc1cc(N2CCCC2)ccc1NC(=O)COc1cccc(C(F)(F)F)c1 | ? | ? | 13% | -16 | 0% | ? | i | ? | -26%
COc1ccc(Br)cc1CN(C)C(C)C(=O)Nc1cc([N+](=O)[O-])ccc1OC (stereo not drawn) | -5% | -12% | 11% | 33 | -4% | -2% | i | 1% | ?
O=C1CC2(CCN(C(=O)c3c(F)cccc3Cl)CC2)Oc2ccccc21 | 2% | -13% | -8% | -5 | ? | -1% | i | -53%[inhibitor] | -25%
COc1cccc(C2=CC(=O)C(C(C)(C)C)N2C(C)(C)C)c1 (stereo not drawn) | 5% | -10% | 18% | 16 | 0% | 4% | i | 4% | 0%
CCCN(c1ccccc1F)S(=O)(=O)c1c[nH]c(C(=O)OC)c1 | -2% | -1% | 1% | 18 | -9% | -3% | i | 1% | -4%
Fc1ccc(NC(=S)N2CCCCC2)cc1 | 15% | 4% | -5% | 8 | ? | 20% | i | -9% | 20%
COc1cc(OC)c2c3c(c(C4CCCCC4)nc2c1)CCCC3 | 1% | 1% | 8% | 42 | 0% | 1% | i | ? | 0%
CCOc1cccc(CNc2nnnn2C)c1 | 4% | 4% | 9% | 31 | 18% | 1% | i | -4% | 11%
Cn1cc(CN2CCC(C(O)c3cccs3)CC2)c(-c2ccccc2F)n1 (stereo not drawn) | 1% | -1% | 23% | -11 | 7% | 6% | i | -1% | 7%
Cc1c(NC(=O)C(C)SC(=S)N2CCCC2)c(=O)n(-c2ccccc2)n1C (stereo not drawn) | -2% | 2% | 4% | 27 | 0% | 1% | i | -11% | 10%
Cc1nc(Nc2ccc(C(=O)O)cc2)sc1-c1ccccc1 | -5% | 15% | 10% | 46 | 0% | 10% | i | 3% | 3%
COc1ccc(N2CCN(C(=O)CN3C(=O)NC(c4ccc(OC)cc4)(c4ccc(OC)cc4)C3=O)CC2)cc1 | -5% | -11% | 0% | 0 | 0% | 0% | i | -4% | 18%
CC(=O)NC(c1ccco1)c1cc(Cl)c2cccnc2c1O (stereo not drawn) | / | 8.9µM* | / | / | 0% | / | ? | / | -12%
O=C(COC(=O)c1ccc(C(F)(F)F)cc1)Nc1cccc(S(=O)(=O)NC2=NCCCCC2)c1 | -4% | 3% | -3% | -12 | 2% | 10% | i | -2% | -4%
Cc1cc(C)c(C#N)c(SCc2ccccc2F)n1 | 1% | -19% | 9% | 93 | -14% | 11% | i | 1% | 7%
Cc1ccc(Cn2ccc(=O)c(OCc3c(Cl)cccc3Cl)c2C)cc1 | ? | -32% | ? | -59* | ? | ? | ? | -3%[9.22 µM] | -29%
COc1ccc(S(=O)(=O)N2CCN(C(=O)CCSc3ccccc3)CC2)cc1 | -3% | -16% | 2% | -4 | -2% | -8% | i | -7% | -10%
CCOCc1cn(CC(=O)c2ccc([N+](=O)[O-])cc2)c(C)nc1=N | -6% | 1% | 19% | 21 | 3% | ? | i | -1% | -16%
O=C(Nc1ccc2c(c1)OCCO2)N1CCN(Cc2ccccc2)CC1 | -5% | 17% | 19% | 4 | ? | 12% | i | -2% | -5%
COc1ccc(-c2nc3c4ccccc4ccn3c2Cc2ccsc2)cc1OC | ? | 54%[activator] | / | -18 | -20% | ? | ? | / | -3%
O=C(Nc1ccc2c(c1)OCCO2)c1ccccc1 | -7% | 15% | 0% | -25 | 2% | -5% | i | -3% | -15%
CC1(C(=O)NCCCNc2ncc(C(F)(F)F)cc2Cl)C=CCN1C(=O)c1ccccc1 (stereo not drawn) | 8% | 1% | ? | -77* | -12% | -3% | ? | -6% | 0%
Cc1ccc(NC(=O)COC(=O)CNC(=O)c2cccc([N+](=O)[O-])c2)cc1S(=O)(=O)N1CCCCCC1 | ? | 14% | 12% | 18 | 12% | -3% | i | -9% | -3%
N#C/C(=C\c1ccc2c(c1)OCCO2)C(=O)Nc1ccc(C(=O)O)cc1 | 3% | / | -3% | -14 | 0% | 8% | i | -4% | 2%
CN(CC1COc2ccccc2O1)C(=O)c1cccc(S(=O)(=O)N2CCCC2)c1 (stereo not drawn) | -2% | -15% | 0% | 6 | 8.2µM* | ? | i | 1% | -9%
O=C(c1ccc2c(c1)N(Cc1ccccc1F)C(=O)c1ccccc1S2(=O)=O)N1CCCC1 | 1% | -12% | 2% | 10 | ? | 1% | i | -20% | 2%&-8%
COc1ccc(Cl)cc1NC(=O)Nc1ccccc1SC | -16% | 14% | ? | 42 | 10% | -12% | i | 14% | -4%
CC(C)(C)OC(=O)N1CCC[C@H]1C(=O)N1CCC[C@H]1C(=O)NCc1ccc(F)cc1F | 22% | 12% | / | 0 | -11% | 9% | i | / | 10%
COCCCn1c(=O)c2sccc2n(Cc2cc(C(=O)OC)ccc2OC)c1=O | 4% | 10% | ? | -15 | 11% | -3% | ? | -26% | -2%
Cc1ccc2nc(-c3c[nH]c4ccccc34)c(Nc3ccccc3)n2c1 | / | 24% | / | / | 5% | / | ? | / | -2%
Cc1nn(C)c(Cl)c1C(=O)NCC(=O)NCc1ccccc1 | ? | -15% | -2% | -9 | 2% | 5% | i | -5% | 1%
COc1cccc(C(NC(C)=O)c2nc(-c3cccnc3)cs2)c1 (stereo not drawn) | 1% | 11% | / | -1 | 4% | 9% | i | / | 0%
C=CCNC(=S)Nc1ccc(N(C)C)cc1 | ? | 30% | -1% | 14 | 2% | 7% | ? | -12% | 3%
CCOc1ccc(NC(=O)c2ccc(NS(=O)(=O)c3cccs3)cc2)cc1 | -5% | -25% | 12% | -17 | ? | -12% | i | 21% | -6%
CC1(C)Cc2c(sc3c2C2=NCCN2C=N3)CO1 | 7% | 9% | -2% | -3 | 16% | 1% | i | -6% | 25%
O=S(=O)(C/C(=C/CO)S(=O)(=O)c1ccccc1)c1ccccc1 | 7.1µM* | ? | 0.82µM* | -106* | ? | 2µM* | 20µM* | 1.2µM* | ?
CCOc1ccc(CNC(=O)CCS(=O)(=O)c2ccc3c(c2)oc(=O)n3C)cc1 | 5% | -5% | 10% | -7 | 0%&-3% | 0% | ? | -1% | -1%&-7%
Cc1nc(-c2cccc(NS(=O)(=O)c3cccc4ccccc34)c2)cs1 | -20% | 0% | ? | 28 | 1% | ? | i | -2% | -2%
O=C(CSCc1ccc(Br)cc1)Nc1ccc(S(=O)(=O)N2CCOCC2)cc1 | -24% | -9% | -4% | 15 | 21µM* | -22% | i | -3% | -3%
COc1ccc(C(=O)c2cn(Cc3ccccc3OC)c3cc4c(cc3c2=O)OCO4)cc1 | / | 3% | / | / | 20% | / | ? | / | 4%
Cc1nc(CN2CCN(Cc3nc(C(c4ccccc4)c4ccccc4)no3)CC2)cs1 | -14% | -3% | 3% | -8 | 1% | 3% | i | -55%[inhibitor] | -3%
O=C(NCC(c1cccnc1)N1CCOCC1)C1CCCCC1 (stereo not drawn) | 2% | -2% | 7% | 7 | -26% | 0% | i | -8% | 1%
COc1ccc(C(=O)OCC(=O)Nc2c(C)cccc2C)cc1 | 10% | 3% | -5% | 17 | 5% | 3% | i | -2% | -2%
COc1ccc(C(=O)Oc2c(OC)cc(C(=S)N3CCOCC3)cc2OC)cc1 | -2% | 5% | 2% | 0 | -10% | -1% | i | -19% | 2%
COc1ccc(C2CC(O)(c3ccccc3)Oc3cc(OC)ccc32)cc1 (stereo not drawn) | ? | -18% | ? | ? | ? | ? | ? | ? | ?
CCCCN(C(=O)CSc1nnnn1-c1ccccc1OC)C1CCS(=O)(=O)C1 (stereo not drawn) | 2% | -12% | 0% | -1 | -20% | 0% | i | -4% | -5%
Cn1c(CSCc2ccc(F)cc2)n[nH]c1=S | -1% | / | 3% | 7 | 1% | 0% | ? | -3% | 1%
C[C@H](CO)N1C[C@H](C)[C@@H](CN(C)C(=O)Nc2cc(F)ccc2F)Oc2ncc(-c3cccc(F)c3)cc2C1=O | -8% | -14% | / | -29 | -8% | -1% | ? | / | 9%
N#C/C(=C(/O)CSc1ccccn1)c1nc2ccccc2s1 | -9% | -20% | ? | 0 | 0% | 0% | i | -1% | -1%

Two records drawn at random from the list so far:
SMILES | HT1080-NT tox | ATXN2 expr inh | MCF10A rereplic | IL1B secr inh | KB-V1 cytotox | HT1080 IDH1KD tx | ATXN viability | SW480 rerep | KB-3-1 tox
CC1(C)Cc2c(sc3c2C2=NCCN2C=N3)CO1 | 7% | 9% | -2% | -3 | 16% | 1% | i | -6% | 25%
CCCc1sc(N/N=C/c2ccccn2)nc1-c1ccc(F)cc1 | 2.8µM* | 4µM* | 0% | -100* | 10µM* | 3.2µM* | 16µM* | -6% | ?
